From PubChem
F508del corr = F508del CFTR correction, initial screen, CFBE line, single point; CFBE cells, YFP halide quenching; stimulated with forskolin plus potentiator P3; % fluorescence drop versus neutral controls; activity (quench increase), % at 7.58 µM; 350,000 compounds, 0.36% hits;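 active means mean added fluorescence quench of at least 8% versus neutral control, with both replicates also reaching 8%; inconclusive means only one of the mean or replicate conditions met; inactive means mean below 8% and not both replicates reaching 8%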;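 further: cells transiently co-express mutant CFTR-F508del with the halide-sensitive YFP; corrector assay measuring rescue of mutant channel to the surface after 24 h compound exposure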
XiGFP reactiv = activators of inactive X chromosome reactivation, primary screen, imaging, XiGFP fibroblasts, GFP high-content imaging, set 2. activation, % at 7.58 µM. XiGFP mouse fibroblasts, % GFP-positive cells imaging, 3 d; cells co-treated with 5-aza-dC sensitizer; scaled so ellipticine positive control = 100%. 360,000 compounds, 0.055% hits;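 active means mean normalized replicate activation at least 10% and every replicate at or above 10%; inconclusive means only one of the two criteria met; inactive means mean below 10% and not all replicates reach 10%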;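 further: 0% = median of on-plate neutral control wells and 100% = ellipticine 6 µM median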
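Material: XiGFP fibroblasts, SV40-immortalized. Buffer or medium: DMEM plus 5-aza-dC sensitizer. Compound: single concentration per compound, delivered by pin transfer. Times: 3 days compound exposure. Controls: ellipticine 6 µM.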
GSIS activator = GLuc luminescence reporter in INS-1E cells, primary screen for activators of glucose-dependent secretion of insulin; INS-1E GLuc reporter insulin secretion, 2-3 h; activation, % at 16.6 µM; 370,000 compounds, 0.61% hits; AID 743287, 2014;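 active means lowest replicate activation of at least 40%, so every replicate reaches that level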;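 further: 0% = median of neutral control wells and 100% = median of IBMX positive control wells; some compounds called inactive have numbers as strong as hits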
RAD52 anneal inh = RAD52 DNA annealing inhibitors, primary screen, biochemical, FRET, single point, set 2. DNA repair protein RAD52 homolog (Homo sapiens), P43351. recombinant RAD52 DNA annealing, FRET fluorescence. inhibition, % at 18.7 µM. 360,000 compounds, 0.46% hits;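 active means every replicate showing at least 50% inhibition; inconclusive means mean inhibition at least 50% but not in every replicate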
ARNT TACC3 PPI = disruptors of ARNT/TACC3 protein interaction, primary screen, biochemical, AlphaScreen, single concentration; AlphaScreen His-ARNT PAS-B/GST-TACC3 binding, luminescence; TACC3 fragment carries E629A point mutation; inhibition, % at 9.99 µM; 390,000 compounds, 0.66% hits; Transforming acidic coiled-coil-containing protein 3 (Homo sapiens), Q9Y6A5;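 active means mean inhibition of replicates at least 50% and at least half of replicates each reaching 50%; inconclusive means half or more replicates reach 50% but mean below 50%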;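 further: 0% = complete ARNT plus TACC3 wells and 100% = ARNT alone without TACC3; many hits fall short of the cut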
ERAP1 HTS inh = human ERAP1 aminopeptidase inhibitors, primary screen, biochemical, single point, plate reader; Endoplasmic reticulum aminopeptidase 1 (Homo sapiens), Q9NZ08; inhibition, % at 10.7 µM; recombinant ERAP1, Leu-AMC fluorescence, 60 min; 340,000 compounds, 0.15% hits; AID 652197, 2013;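 active means mean replicate inhibition of at least 30%, or all replicates individually reaching that 30% level; inactive means mean below 30% and not every replicate reaching it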;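 further: 0% = neutral control wells and 100% = L-leucinethiol positive control wells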
Target sequence (Q9NZ08 whole entry, looked up): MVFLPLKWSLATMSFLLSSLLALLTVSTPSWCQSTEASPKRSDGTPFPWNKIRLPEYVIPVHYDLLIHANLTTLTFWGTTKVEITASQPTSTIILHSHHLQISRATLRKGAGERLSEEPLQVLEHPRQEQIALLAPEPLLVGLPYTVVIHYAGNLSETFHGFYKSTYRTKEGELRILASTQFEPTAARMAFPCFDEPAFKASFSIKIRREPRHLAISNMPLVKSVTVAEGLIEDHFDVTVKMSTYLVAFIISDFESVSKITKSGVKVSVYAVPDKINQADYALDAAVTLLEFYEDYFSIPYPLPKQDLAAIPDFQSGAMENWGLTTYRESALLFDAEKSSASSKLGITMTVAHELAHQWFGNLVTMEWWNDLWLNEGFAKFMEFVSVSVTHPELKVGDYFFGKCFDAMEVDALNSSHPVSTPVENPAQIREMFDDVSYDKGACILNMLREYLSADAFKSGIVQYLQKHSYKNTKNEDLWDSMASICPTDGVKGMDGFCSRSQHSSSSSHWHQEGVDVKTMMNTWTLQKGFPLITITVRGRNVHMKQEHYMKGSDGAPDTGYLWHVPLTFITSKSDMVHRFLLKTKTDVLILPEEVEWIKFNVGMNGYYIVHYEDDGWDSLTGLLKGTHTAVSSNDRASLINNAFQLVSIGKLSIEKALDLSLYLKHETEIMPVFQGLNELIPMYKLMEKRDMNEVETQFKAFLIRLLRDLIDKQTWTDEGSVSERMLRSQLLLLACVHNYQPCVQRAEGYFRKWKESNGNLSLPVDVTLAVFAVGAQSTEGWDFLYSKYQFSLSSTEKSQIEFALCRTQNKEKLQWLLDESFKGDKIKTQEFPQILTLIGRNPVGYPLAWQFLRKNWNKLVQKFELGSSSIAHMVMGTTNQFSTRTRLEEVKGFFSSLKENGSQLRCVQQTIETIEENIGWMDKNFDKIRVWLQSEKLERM
RAD54 inh = inhibitors of human RAD54 branch migration, primary screen, biochemical, fluorescence, single point; DNA repair and recombination protein RAD54-like (Homo sapiens), Q92698; RAD54 Holliday junction branch migration, FAM/BHQ fluorescence; 360,000 compounds, 0.14% hits; inhibition, % at 10.4 µM; AID 602329, 2012;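 active means mean normalized replicate activity at least 40 and at least half of replicates scoring 40 or more; inconclusive means only one of the two criteria met; inactive means mean below 40 and under half of replicates reaching 40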;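 further: 0% = median of neutral control wells and 100% = median of positive control wells; inhibitors cause a drop in the FAM fluorescence signal; in these data hits start at about 50%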
esBAF inh = Bmi1 luciferase reporter increase in mESCs, primary screen, esBAF inhibitor project, mouse ES cells, Bmi1 luciferase knock-in, single point | reporter increase, % at 12.5 µM | 24 h; 100% = twice the neutral-well signal | 350,000 compounds, 2% hits; in the data active means activation above about 40%; inconclusive means no clear call, values can overlap the other calls;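 further: 0% = median of the plate's neutral control wells and 100% = double that signal; a rise in the Bmi1 reporter signal indicates esBAF inhibition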
Starred values were filed as active, the others as inactive; ? = inconclusive; · = not tested or not shown; & = joins results of further samples.

SMILES | F508del corr | XiGFP reactiv | GSIS activator | RAD52 anneal inh | ARNT TACC3 PPI | ERAP1 HTS inh | RAD54 inh | esBAF inh
N=C1/C(=C/c2ccc(OCc3ccccc3)cc2)C(=O)N=C2SC(CC(=O)N3CCOCC3)=NN12 | -1.0 | 0.0 | 25 | -64 | -2 | -3 | -3 | 42*
CSc1ccccc1OCc1cc(C(=O)NCCn2ccnc2C)no1 | 1.7 | 0.8 | 1 | -1 | -3 | 1 | 6 | -11
O=C1NC(=Nc2ccc(Cl)cc2)SC1Cc1cccc(Cl)c1Cl (stereo not given) | · | -0.1 | · | -5 | -1 | -2 | 0 | -3
CC(=O)C1=C(c2ccccc2)N(C(C)=O)n2c(C)nnc2S1 | · | 0.2 | -28 | -6 | 35* | 5 | 4 | 19
OC(CNC1Cc2ccccc2C1)COc1ccc(Cl)cc1 (stereo not given) | 1.1 | 0.1 | -22 | -12 | -3 | -2 | · | ·
Cc1ccc(S(=O)(=O)N(C)C[C@@H]2OCCCC[C@H](C)Oc3ccc(NC(=O)Nc4ccc(F)cc4)cc3C(=O)N([C@@H](C)CO)C[C@H]2C)cc1 | -2.0 | 0.3 | -31 | -24 | 32 | 2 | 0 | -1
CC(=O)N1CCc2cc(C(=O)CN3CCN(c4cccc(Cl)c4)CC3)ccc21 | -2.2 | 0.1 | -6 | -11 | 4 | -2 | -5 | -4
C/C(=N\Nc1cc(C)nc(-c2ccccc2)n1)c1cccc([N+](=O)[O-])c1 | -1.2 | 0.0 | -1 | 4 | 1 | -6 | · | ·
COc1ccc(CN(C)C[C@H]2Oc3ccc(NC(=O)Cc4cn(C)c5ccccc45)cc3C(=O)N([C@@H](C)CO)C[C@H]2C)cc1 | 1.8 | -1.0 | -10 | 10 | 7 | 0 | 0 | 4
CC(=O)N1CCN(c2ccc(NCc3ccco3)cc2)CC1 | -1.7 | -0.3 | -6 | -9 | 4 | 6 | 0 | 8
O=C(COC(=O)c1cccc(Br)c1)NCCc1ccc(F)cc1 | 1.2 | 0.3 | 10 | -2 | · | -8 | · | ·
CCC(=O)N1C[C@H](C)[C@H](OC)CN(C)C(=O)c2cc(NC(=O)c3ccccc3)ccc2OC[C@H]1C | -3.1 | -0.1 | 6 | 5 | 1 | -2 | 7 | 3
O=C(/C=C/c1ccc(S(=O)(=O)N2CCOCC2)cc1)N1CCN(c2ccccc2)CC1 | 0.2 | 0.0 | 2 | -12 | 1 | 0 | · | ·
O=C(O)[C@H](Cc1ccccc1)NC(=O)C(c1ccccc1)(c1ccccc1)c1ccccc1 | 0.8 | 2.2 | -35 | -10 | · | 7 | 9 | -3
O[C@@H]1C[C@H](c2ccc(Cl)cc2)N(CC2CCCCC2)C[C@H]1n1cc(C2CC2)nn1 | -0.2 | 0.0 | -11 | 3 | · | 4 | -13 | -6
C[C@H](CO)N1C[C@H](C)[C@H](CN(C)S(=O)(=O)c2ccccc2C#N)OCc2ccccc2-c2ccccc2C1=O | -1.1 | -0.5 | 2 | -2 | -1 | 0 | 7 | 6
Cc1ccc(C(NC(=O)C2CCN(Cc3ccc(Cl)c(Cl)c3)CC2)c2ccccn2)cc1 (stereo not given) | -3.1 | 0.0 | -21 | 25 | · | 10 | -6 | 7
COc1ccc(CNC(=O)CN(C(=O)CCC(=O)Nc2ccccn2)c2cc(C)ccc2C)cc1 | 5.6 | 0.0 | -16 | -6 | -1 | 1 | -3 | 7
O=C(O)COc1ccc(C(NC(=O)c2c(F)cccc2F)NC(=O)c2c(F)cccc2F)cc1 | -0.2 | 0.0 | 0 | -16 | -3 | -9 | -8 | 2
CCCCNC(=S)NNC(=O)c1cc(C)on1 | 3.4 | · | -4 | -5 | -2 | -3 | -16 | -4
CCOc1ccc(C(=O)NCC(=O)OCC(=O)N2CCCC2)cc1 | 1.7 | 0.1 | 14 | -11 | -33 | -2 | · | ·
CC(=O)N1CCc2cc(Br)cc(S(=O)(=O)N3CCCCC3)c21 | -0.6 | 0.3 | 11 | -6 | -8 | -1 | 1 | -4
CO[C@H]1CN(C)C(=O)c2ccc(NC(=O)NC(C)C)cc2OC[C@H](C)N(C(=O)C2CCC2)C[C@H]1C | -3.3 | 0.4 | -5 | 1 | -4 | 1 | 2 | 0
C[C@@H]1CN([C@@H](C)CO)C(=O)c2cc(NS(=O)(=O)c3cccs3)ccc2O[C@@H]1CN(C)Cc1ccc2c(c1)OCO2 | -2.5 | 0.3 | -4 | 0 | 3 | -2 | 4 | -4

With a hit mark in ARNT TACC3 PPI, among the entries above:
molecule,F508del corr,GSIS activator,RAD52 anneal inh,ARNT TACC3 PPI,ERAP1 HTS inh,esBAF inh
CC(=O)C1=C(c2ccccc2)N(C(C)=O)n2c(C)nnc2S1,·,-28,-6,35*,5,19

Remaining list, next part
SMILES | F508del corr | XiGFP reactiv | GSIS activator | RAD52 anneal inh | ARNT TACC3 PPI | ERAP1 HTS inh | RAD54 inh | esBAF inh
COc1ccc(NC(=O)N2C[C@@H]3N[C@H](C2)C3c2ccc(-c3cncnc3)cc2)cc1 (stereo not given in full) | -1.2&-0.6 | 0.0&0.0 | -5&-5 | 13&18 | · | 0&3 | · | ·
CSc1n[nH]c(-c2ccc(C(F)(F)F)cc2)n1 | 0.9 | 0.0 | · | -10 | 4 | -2 | · | 41*
CCCNC(=O)C1(C)CCN(C(=O)c2cc(F)ccc2C)C1 (stereo not given) | -1.4 | 0.2 | -5 | 0 | · | -1 | -7 | -3
CCOC(=O)N1CCN(Cc2nc(-c3cccc(C)c3)no2)CC1 | 0.2 | · | -11 | -12 | -1 | 2 | -2 | -1
COC(=O)CNC(=O)COC(=O)Cc1ccc(Cl)cc1 | 2.4 | -0.3 | -2 | -19 | -5 | 8 | · | ·
C=CCN1[C@H](COCc2ccccc2)C=CS1(=O)=O | -1.8 | 0.1 | · | -13 | · | 1 | -1 | 3
O=C(C[C@H]1C=C[C@@H](NS(=O)(=O)c2cccc(F)c2)[C@H](CO)O1)NCc1ccc2c(c1)OCO2 | 3.5 | -0.3 | -2 | -1 | -13 | 2 | 5 | 1
O=C(Nc1ccccc1C(F)(F)F)C1CCN(C(=O)Cc2ccccc2)CC1 | -1.8 | 0.0 | · | -15 | -2 | -4 | -45 | ·
Cc1ccc2nc(-c3ccc(CN4CCC5(CC4)CNc4ccccc45)cc3)c(-c3ccccc3)nc2c1 | -1.0 | 0.0 | · | -22 | · | -1 | · | ·
CCOc1ccccc1OCCCC(=O)NCCc1ccc(S(N)(=O)=O)cc1 | 3.7 | 0.0 | 9 | 36 | -2 | 5 | -14 | 0
NNc1nc2c(-c3ccc(Cl)cc3)nnn2c2ccccc12 | -2.1 | 0.0 | -15 | -28 | 22 | 0 | -14 | ·
CC(C)COC(=O)Cn1cnc2ccc(Br)cc2c1=O | · | · | 9 | -10 | · | 0 | -2 | 39

By substructure, those above with a COOH group
SMILES | F508del corr | XiGFP reactiv | GSIS activator | RAD52 anneal inh | ARNT TACC3 PPI | ERAP1 HTS inh | RAD54 inh | esBAF inh
O=C(O)[C@H](Cc1ccccc1)NC(=O)C(c1ccccc1)(c1ccccc1)c1ccccc1 | 0.8 | 2.2 | -35 | -10 | · | 7 | 9 | -3
O=C(O)COc1ccc(C(NC(=O)c2c(F)cccc2F)NC(=O)c2c(F)cccc2F)cc1 | -0.2 | 0.0 | 0 | -16 | -3 | -9 | -8 | 2

New compounds follow
SMILES | F508del corr | XiGFP reactiv | GSIS activator | RAD52 anneal inh | ARNT TACC3 PPI | ERAP1 HTS inh | RAD54 inh | esBAF inh
C[C@H](CO)N1C[C@H](C)[C@H](CN(C)C(=O)C2CCOCC2)Oc2cc(C#Cc3ccncc3)ccc2S1(=O)=O | 2.9 | -1.3 | 15 | -41 | 11 | 3 | -17 | 6
NC(=O)c1ncn([C@@H]2O[C@H](C(=O)N[C@H](Cc3c[nH]c4ccccc34)C(=O)N3CCN(C(=O)N4CCCCC4)CC3)[C@@H](O)[C@H]2O)n1 | 0.6 | 0.5 | 20 | -2 | · | 0 | · | ·
COc1ccc(/C=C/C(=O)Nc2ccc(C34CC5CC(CC(O)(C5)C3)C4)cc2)cc1OC | 1.2 | 0.2 | 11 | -5 | 10 | 8 | · | 39
CN1C(=O)C(O)(C2CCCCCC2=O)c2ccccc21 (stereo not given) | -0.7 | 0.1 | 6 | -2 | 4 | -2 | -6 | -5
C[C@H](O)[C@@H]1C(=O)N2CCc3ccc(-c4ccccc4)cc3[C@@H]2C[C@@H]1N(C)C(=O)NC1CCCCC1 | 3.4 | 0.0 | -38 | -10 | -1 | -1 | 14 | 2
O=C(CNc1cccc(F)c1)Nc1cccc(S(=O)(=O)N2CCCCC2)c1 | 2.0 | -0.1 | 14 | -4 | 2 | 0 | 1 | ·
O=C(C[C@@H]1CC[C@@H](NC(=O)CCN2CCCCC2)[C@@H](CO)O1)NCc1ccc(Cl)c(Cl)c1 | 0.8 | 0.0 | -2 | 5 | -8 | -3 | 5 | -4
C[C@H]1CN([C@@H](C)CO)S(=O)(=O)c2ccc(C#Cc3ccccc3F)cc2O[C@@H]1CN(C)CC1CCOCC1 | 0.6 | 0.1 | -12 | -3 | -2 | 1 | -6 | -7
CCN1CCN(CCC(=O)Nc2cc(OC)cc(OC)c2)CC1 | 0.8 | 0.2 | 1 | -8 | · | -4 | -8 | 1
CCN(CC)C(=S)Nc1c(C)n(C)n(-c2ccccc2)c1=O | 2.5 | -0.1 | -10 | -2 | -7 | -3 | · | ·
CCOc1ccc(C(C)=O)cc1Cn1nc(C(=O)O)c2ccccc2c1=O | · | · | 13 | · | 19 | · | -4 | 0
O=C(CCCN=C1NS(=O)(=O)c2ccccc21)OCc1ccccc1 | -1.2 | 0.2 | 9 | -6 | 1 | 1 | -4 | -5
COc1cccc(NC(=O)c2cc(-c3cccnc3)nc3c(Cl)cccc23)c1 | · | · | 12 | · | 34 | · | 8 | -8
CC(C)C(NS(=O)(=O)c1ccccc1F)C(=O)OCC(=O)NCc1ccco1 (stereo not given) | -2.0 | 0.1 | 11 | -14 | 1 | -3 | 2 | -5
COc1ccccc1NC(=O)Cn1nnc2sc3c(c2c1=O)CC(C)(C)OC3 | -0.1 | 0.0 | · | -23 | · | · | ? | ·
Cc1cc(C(=O)CN2C(=O)C(=O)N(C)C2=O)c(C)n1-c1cccc(S(=O)(=O)N2CCOCC2)c1 | -1.5 | 0.0 | 24 | -27 | -1 | -3 | 0 | -2
Cc1ccc2nc(SCC(=O)Nc3cccc(S(N)(=O)=O)c3)[nH]c2c1 | 1.5 | 0.0 | -4 | -5 | 2 | -1 | · | 0
